High-throughput results: PubChem BioAssay, The Scripps Research Institute Molecular Screening Center
TCR CD3 inh – inhibitors of human TCR-CD3 interaction; TAMRA-labeled TCR probe fluorescence, biochemical; inhibition, % at 9.4 µM; hit rate 0.37% among 360,000; AID 651800; in the data active = inhibition above about 19%;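 also: recombinant mutant TCR 2C K166C tagged with TAMRA read by polarization; 0% = receptor in buffer alone and 100% = receptor with positive control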
HTRA1 inh – inhibitors of human serine peptidase HTRA1; Q92743; inhibition, % at 5.96 µM; recombinant HTRA1, FP-rhodamine activity-based probe, fluorescence polarization; hit rate 0.5% among 340,000; in the data active = inhibition above about 36%;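 also: 0% = enzyme with DMSO and 100% = wells lacking enzyme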
UHRF1 MBD2 ctr – human UHRF1 methylated DNA binding inhibitors | Q96T88 | UHRF1 binding to methylated oligo, TR-FRET | inhibition, % at 4.4 µM | hit rate 0.75% among 370,000; in the data active = inhibition above about 21%;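 also: UHRF1 SRA domain binding a hemimethylated CpG hairpin DNA probe; 0% = median of test compound wells and 100% = reference inhibitor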
PRMT1 inh – PRMT1 (human) inhibition, primary screen. Q99873. recombinant PRMT1, activity-based probe fluorescence polarization. inhibition, % at 2.79 µM. hit rate 1.3% among 370,000. AID 652257;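 active = inhibition above about 21% made by adding two undisclosed values, limit read from the data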
TDP2 inh – blocks human TDP2 phosphodiesterase activity | inhibition, % at 12.8 µM | AID 720702 | O95551 | recombinant TDP2, T5PNP hydrolysis, p-nitrophenol absorbance 415 nm | hit rate 0.34% among 370,000;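 active = inhibition above the mean of all tested compounds plus 3 SD, set per campaign, cut at about 25% in these data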;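 also: 0% = DMSO with enzyme and 100% = buffer with substrate but no TDP2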
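System – recombinant human TDP2 · Quantity – TDP2 enzyme at 120 nM final · Doses – single concentration, 12.8 µM nominal, with 1% DMSO · Incubation – 2 h at 37 °C · Measured by – epi absorbance of p-nitrophenol freed from T5PNP by hydrolysis · Read-out – % inhibition relative to enzyme-containing and enzyme-free wells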
PG9 Ab binder – PG9 antibody binding by small molecule; inhibition, % at 6.7 µM; hit rate 0.43% among 360,000; TR-FRET gp120-PG9 antibody binding; AID 624416; in the data active = inhibition above about 8.5%
mABHD4 FP – inhibits mouse alpha/beta hydrolase domain 4 | Q8VD66 | purified mABHD4, FP-Rh probe fluorescence polarization | inhibition, % at 8.92 µM | hit rate 0.54% among 370,000 | AID 720543;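 active = inhibition exceeding the mean over every tested compound plus 3 SD, cut at about 30% in these data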;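 also: 0% = plate median of compound wells and 100% = S159A mutant with DMSO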
Target sequence (Q8VD66 whole entry, looked up, the tested form may be a part): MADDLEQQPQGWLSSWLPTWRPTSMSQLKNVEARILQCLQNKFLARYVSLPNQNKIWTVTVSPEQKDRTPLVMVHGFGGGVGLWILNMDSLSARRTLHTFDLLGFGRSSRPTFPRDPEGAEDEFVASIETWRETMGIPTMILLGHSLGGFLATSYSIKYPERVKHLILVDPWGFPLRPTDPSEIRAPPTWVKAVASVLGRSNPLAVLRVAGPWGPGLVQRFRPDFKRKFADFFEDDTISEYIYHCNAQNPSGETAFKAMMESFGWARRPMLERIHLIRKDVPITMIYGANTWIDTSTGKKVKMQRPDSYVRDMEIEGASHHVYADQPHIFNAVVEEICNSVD
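Assay system: Wild-type mouse ABHD4 protein | Medium: HEPES pH 7.0 buffer, 150 mM NaCl, 0.01% Pluronic F-127 | Incubation: Enzyme–compound pre-incubation 45 min, then probe 60 min, both 25 °C | Technique: Fluorescence polarization with parallel and perpendicular emission, 525/598 nm | Evaluation: % inhibition of FP-Rh probe binding versus controls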
LEDGF integ inh – blocks HIV-1 LEDGF/p75-dependent DNA integration; hit rate 0.64% among 370,000; inhibition, % at 3.7 µM; TR-FRET IN-LEDGF/p75 DNA integration, Eu/Cy5; AID 743269;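 active = inhibition above the screen-wide mean plus 3 SD, cut at about 13% in these data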;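 also: signal is the Cy5 over europium emission ratio at 671 and 618 nm; 0% = plate median of compound wells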
DDE Tn7 FP inh – disrupts Tn7 cyclic peptide binding to fibrin D-Dimer-E complex; P02675; FP displacement of FITC-Tn7 peptide from fibrin DD(E); 0% = median of compound wells per plate; inhibition, % at 8.3 µM; hit rate 0.13% among 370,000; AID 720508;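 active = inhibition above the mean of compounds falling within the control limits plus 3 SD of them, cut at about 14% in these data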;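 also: 0% = plate median of compound wells and 100% = 10 µM Aha-Tn7 peptide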
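Measure: % inhibition scaled between sample-field median and high-control FP; Test system: human fibrin DD(E); Quantity: 2 µM final DD(E) protein; Doses: one dose, 8.3 µM nominal; Schedule: compound with protein 10 min, then 3 h after probe, room temperature; Detection: fluorescence polarization; Medium: Tris buffer with calcium and detergent, pH 7.8.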
SIAE primary – human SIAE inhibition, primary screen | Q9HAT2 | inhibition, % at 9.66 µM | SIAE FP-Rh probe binding, fluorescence polarization | hit rate 0.69% among 370,000 | AID 1053197;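 active = inhibition above a cutoff: mean of compounds within the control limits plus 3 SD of those, cut at about 17% in these data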;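 also: 0% = plate median of compound wells and 100% = probe without SIAE protein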
Target sequence (Q9HAT2 whole entry, looked up): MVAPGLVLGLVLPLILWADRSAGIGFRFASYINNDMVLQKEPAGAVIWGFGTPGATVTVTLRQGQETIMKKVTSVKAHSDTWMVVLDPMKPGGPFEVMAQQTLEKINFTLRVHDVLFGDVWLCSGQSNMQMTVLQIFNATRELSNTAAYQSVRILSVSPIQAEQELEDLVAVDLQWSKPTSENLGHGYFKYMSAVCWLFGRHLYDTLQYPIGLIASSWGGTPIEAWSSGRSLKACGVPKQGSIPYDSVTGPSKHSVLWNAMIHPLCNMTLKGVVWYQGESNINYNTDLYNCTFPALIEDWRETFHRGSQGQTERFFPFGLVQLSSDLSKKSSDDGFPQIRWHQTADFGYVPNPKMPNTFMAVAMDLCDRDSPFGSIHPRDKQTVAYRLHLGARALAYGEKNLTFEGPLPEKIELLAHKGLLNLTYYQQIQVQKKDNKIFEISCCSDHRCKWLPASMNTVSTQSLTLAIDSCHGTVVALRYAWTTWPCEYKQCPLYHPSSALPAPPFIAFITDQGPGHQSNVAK
Active calls of the source: *; / = no result given.

Structure	TCR CD3 inh	HTRA1 inh	UHRF1 MBD2 ctr	PRMT1 inh	TDP2 inh	PG9 Ab binder	mABHD4 FP	LEDGF integ inh	DDE Tn7 FP inh	SIAE primary
CSCCC1NC(=O)N(CC(=O)Nc2ccc(Br)cc2Br)C1=O (stereo not given)	1	5	3	-2	-6	-0.5	-5	-1	3	1
Cc1ccccc1-c1cccc([C@@H]2C[C@H]3[C@H](CON3C)CN2C(=O)CCc2ccccc2)c1	-8	-7	0	4	4	-0.8	-3	-3	-2	6
Cc1cc(=O)n2nc(N3CCCC(C(=O)NCCc4ccccc4)C3)sc2n1 (stereo not given)	4	0	-3	1	3	-0.1	1	-1	2	8
Cn1c(=O)c2cc(S(=O)(=O)N3CCN(c4cccc(C(F)(F)F)c4)CC3)ccc2n(C)c1=O	-1	8	3	1	5	2.4	5	-2	1	-8
CC(=O)c1cnc2nc(SCc3cccc(C)c3)nn2c1C	-9	-4	1	-5	-16	-2.6	-7	4	-2	-4
Cc1ccc(C(=O)N/C(=C/c2ccco2)C(=O)Nc2cccc(C(=O)O)c2)cc1	2	/	5	16	8	0.0	15	6	5	6
OCCN1CCN(C(=S)Nc2ccc(Oc3ccccc3)cc2)CC1	3	-5	1	-1	-7	-0.8	-2	5	0	5
COc1cc(OC)cc(-c2c(-c3cccs3)c3cc(-c4cc(OC)c(OC)c(OC)c4)ccc3n2C)c1	0	-6	0	-2	2	1.2	0	-3	7	4
CCCCCCCCNC(=S)NCCN1CCCCC1	-2	-11	1	0	2	-1.3	10	2	-9	-3
CC(C)[C@H]1COCCS(=O)(=O)N1Cc1ccccc1F	2	2	-1	-2	9	1.3	0	1	2	-2
CC(=O)c1ccc(C(=O)NC2CCCN(Cc3ccccc3F)C2)cc1 (stereo not given)	8	10	0	0	11	-1.5	-2	-3	2	0
CCOc1cccc(NC(=O)/C(C#N)=C\c2cccnc2)c1	-1	-3	0	-3	9	-1.9	0	0	-4	-4
COc1ccc(C(=O)C2CCCN(Cc3cccn3-c3ccc(Cl)cn3)C2)c(OC)c1 (stereo not given)	4	-14	-1	-1	-7	-1.4	9	1	-5	4
O=Cc1ccc(-c2ccccc2OC(F)(F)F)o1	3	-3	-2	1	-7	-2.6	-4	-2	-2	0
Cc1nc2ccc(S(=O)(=O)NC(C(=O)NCc3ccco3)C(C)C)cc2s1 (stereo not given)	6	2	-2	0	1	-3.1	4	-1	11	-7
CC/C(=N\NC(=O)c1cc(C2CC2)[nH]n1)c1ccccc1	1	2	-1	-3	0	-0.3	0	4	-5	-2
COc1cccc(/C=C/C2=CC(C)(C)NC(=S)N2)c1	-3	-3	-2	2	-10	-1.6	-3	-2	-3	2
CO/N=C(/CNC(=O)c1ccccc1Cl)c1ccc(Cl)cc1	-10	0	1	-1	2	-0.7	-2	0	3	1
COc1ccc(CCCNC(=O)C2CCC(=O)N(CCc3cccc(F)c3)C2)cc1 (stereo not given)	-2	2	0	-2	-5	-1.8	9	-4	2	-2
COc1ccc(S(=O)(=O)NCc2ccncc2)cc1NC(=O)c1ccccc1F	-13	11	-2	1	9	0.1	2	1	-3	4
Cc1cc2n(n1)SC(Nc1cc(Cl)ccc1Cl)N2 (stereo not given)	3	-6	-2	9	10	-0.7	-11	-3	6	1
CCc1nnc(NC(=O)CSc2nnc3scc(-c4ccc(C)cc4)n23)s1	4	2	-4	-1	13	2.7	5	2	2	9
Cn1cnc([N+](=O)[O-])c1S(=O)(=O)c1ccc(Cl)cc1	-13	2	7	44*	-13	-0.1	1	-1	-6	4
CCc1ccc(OCC(=O)Nc2nnc(C3CCCC3)s2)cc1	-3	3	2	-3	13	-1.3	6	-1	1	3

Records above that bear a hit mark in PRMT1 inh.
Structure	TCR CD3 inh	HTRA1 inh	UHRF1 MBD2 ctr	PRMT1 inh	TDP2 inh	PG9 Ab binder	mABHD4 FP	LEDGF integ inh	DDE Tn7 FP inh	SIAE primary
Cn1cnc([N+](=O)[O-])c1S(=O)(=O)c1ccc(Cl)cc1	-13	2	7	44*	-13	-0.1	1	-1	-6	4

(continued)
Structure	TCR CD3 inh	HTRA1 inh	UHRF1 MBD2 ctr	PRMT1 inh	TDP2 inh	PG9 Ab binder	mABHD4 FP	LEDGF integ inh	DDE Tn7 FP inh	SIAE primary
COc1ccc(OC)c(Nc2nc(-c3sc(NC(=O)CC(C)C)nc3C)cs2)c1	5	37*	-3	4	4	-0.9	35*	-1	-1	9
COc1ccc(/C(N)=N/OC(=O)Cc2ccc(C)cc2)cc1OC	3	-17	3	2	3	-0.7	-8	1	-3	4
CCN(Cc1ccccc1)Cc1nnnn1Cc1ccccc1	10	0	0	-2	-7	0.2	1	2	-4	2
Cc1occc1C(=O)n1nnc2ccccc21	6	/	-3	0	13	1.9	0	2	1	8
CC(C(=O)NC1CCCc2ccccc21)N1CCN(Cc2ccc3c(c2)OCO3)CC1 (stereo not given)	-3	0	0	2	-12	-2.0	4	4	4	12
C=CCOc1cccc(C2/C(=C(\O)c3ccc4c(c3)OCCO4)C(=O)C(=O)N2Cc2cccnc2)c1 (stereo not given)	4	3	-6	-4	19	14*	7	3	7	0
Cc1noc(C)c1C(=O)OCC(=O)NCCC1=CCCCC1	-2	-6	0	0	8	0.6	2	-1	10	1
COc1ccc2cc(C(=O)N3CCN(Cc4ccc5c(c4)OCO5)CC3)[nH]c2c1	-3	-3	4	4	-18	-1.1	1	-2	2	-2
Cc1ccnc(N2CCC(C(=O)NCc3ccc(F)cc3)CC2)n1	6	-4	1	-2	5	0.0	-2	0	4	-2
Cc1ccc(NC(=O)C(C)c2ccc(-c3ccccc3)c(F)c2)cc1 (stereo not given)	2	-46	-1	4	-1	-0.6	-65	1	5	-7
CCC(C)c1ccc(NC(=O)c2c([N+](=O)[O-])cnn2CC)cc1 (stereo not given)	1	-16	-3	1	8	-2.0	-4	-3	2	6
CN(C)S(=O)(=O)Oc1ccsc1C(=O)Nc1cccc(Cl)c1	5	-11	-4	-2	-5	-2.2	-3	0	-14	2
COC(=O)c1ccc(C2C(C(C)=O)=C(O)C(=O)N2CCO)cc1 (stereo not given)	-1	9	2	3	5	-0.5	6	2	6	5
NS(=O)(=O)c1ccc(Nc2nc(-c3ccccc3)cs2)cc1	7	-13	-1	-1	11	-1.8	-11	2	1	9
Cn1c(N)c(C(=O)COc2ccc(Cl)cc2Cl)c(=O)n(C)c1=O	8	2	0	-1	9	0.5	-2	-1	-2	-1
CCn1cc(Br)c(C(=O)NCc2ccco2)n1	-7	0	2	2	-20	-3.6	-2	2	-2	1

Arranged by molar mass (lowest first): three of the compounds above
Structure	TCR CD3 inh	HTRA1 inh	UHRF1 MBD2 ctr	PRMT1 inh	TDP2 inh	PG9 Ab binder	mABHD4 FP	LEDGF integ inh	DDE Tn7 FP inh	SIAE primary
CCC(C)c1ccc(NC(=O)c2c([N+](=O)[O-])cnn2CC)cc1 (stereo not given)	1	-16	-3	1	8	-2.0	-4	-3	2	6
Cc1ccnc(N2CCC(C(=O)NCc3ccc(F)cc3)CC2)n1	6	-4	1	-2	5	0.0	-2	0	4	-2
Cn1c(N)c(C(=O)COc2ccc(Cl)cc2Cl)c(=O)n(C)c1=O	8	2	0	-1	9	0.5	-2	-1	-2	-1

Later entries.
Structure	TCR CD3 inh	HTRA1 inh	UHRF1 MBD2 ctr	PRMT1 inh	TDP2 inh	PG9 Ab binder	mABHD4 FP	LEDGF integ inh	DDE Tn7 FP inh	SIAE primary
OC[C@@H](O)[C@@H](O[C@H]1O[C@H](CO)[C@@H](O)[C@H](O)[C@H]1O)[C@H](O)[C@@H](O)CO	8	3	-3	-3	8	-0.2	-2	-1	-8	4
O=c1c2ccccc2nc(-c2ccc(Cl)cc2Cl)n1CCCn1ccnc1	5	2	0	1	-1	-1.6	3	-4	2	1
COc1ccc(OC2C(=O)N(Cc3ccc4c(c3)OCO4)C2c2cccs2)cc1 (stereo not given)	6	-23	1	0	1	-1.8	-4	1	-10	-2
C[C@H](NC(=O)c1ncn(Cc2ccccc2)c1C(=O)N[C@@H](C)c1ccccc1)c1ccccc1	-1	-67	2	0	-10	-0.7	-18	-3	5	5
CN(CC(=O)Nc1cccc(F)c1)C(=O)Cc1n[nH]c(=O)c2ccccc12	1	4	-4	-4	8	-3.6	2	3	5	10
Cc1cc(Cl)ccc1NC(=S)N(CCCN1CCOCC1)Cc1cccs1	3	-11	-4	11	-4	-1.1	-1	2	-7	4
S=c1[nH]nc(/C=C/c2ccccc2)o1	-5	3	0	-1	1	0.2	3	-1	1	11
[N-]=[N+]=N[C@@H](CCN1CC[C@H](O)CCC1=O)c1ccccc1	-2	2	-1	1	-1	-1.6	5	3	0	3
Cn1c(SCC(N)=O)nnc1-c1ccc(S(=O)(=O)N2CCCC2)cc1	6	-2	2	-6	-8	-1.1	-8	1	-9	4
CC(=O)CC1c2cc(F)ccc2C=C(c2ccsc2)N1c1ccc(C#Cc2cncn2C)cc1 (stereo not given)	0	/	-4	-1	2	1.0	3	3	2	13
CCN(C(=O)COC(=O)CNC(=O)c1ccc(Cl)cc1Cl)c1c(N)n(Cc2ccccc2)c(=O)[nH]c1=O	-15	4	4	-2	-9	-0.5	0	3	-3	-4
O=S1(=O)CC2N=C(N(Cc3ccc(F)cc3Cl)c3ccccc3F)SC2C1 (stereo not given)	4	4	-3	-1	1	-0.2	3	2	-2	0
Cc1ccc(CC(=O)Nc2ccc(OC(F)F)c(Cl)c2)cc1C	-2	-15	-3	-6	-7	0.1	-13	0	9	-3
Cc1ccc(C)c(C(O)c2ncc(-c3ccc(Cl)cc3)[nH]2)c1 (stereo not given)	5	/	0	-1	-10	-1.1	-3	-3	11	-7
CCc1nnc(SCC(=O)NCCC2=CCCCC2)nc1CC	-2	4	-1	-5	13	-3.9	4	3	0	4
Cc1cccc(CSc2nnc(-c3ccco3)o2)c1	4	-1	-3	-3	-2	0.6	-5	-5	0	5
O=C(NCc1ccc(F)cc1)c1cc(C2CCCCN2C(=O)c2ccccc2)on1 (stereo not given)	-2	/	-2	4	-3	0.7	3	-2	6	-1
CCCc1cc(Nc2ccccc2OCC)n2ncnc2n1	-7	-5	5	1	-3	1.2	-4	2	2	2
COCCNC(=O)CN(C(=O)CCC(=O)Nc1ccccn1)c1cc(C)ccc1C	4	4	-1	-2	-25	-0.1	-6	5	0	-11
CN(C)S(=O)(=O)c1cccc(NC(=O)CCc2c[nH]c3ccccc23)c1	-2	3	1	2	0	-0.8	1	0	-5	4
COC(=O)c1ccc(/C=C2/C(=O)Oc3ccccc32)cc1	6	-3	0	-6	-16	-1.4	0	-2	-4	3
CC1CC(C)(C)N2C(=O)C(=C(C#N)C#N)c3cccc1c32 (stereo not given)	-4	2	-1	0	-10	-3.0	0	2	6	10
CC1CCCCC1NC(=O)c1ccc(S(=O)(=O)NCC2CCCO2)cc1 (stereo not given)	-1	2	2	3	14	1.1	2	0	5	-2
CN1CCc2c(OCc3ccc(F)cc3)cccc2C1=O	-1	0	18	-1	21	2.0	-2	0	5	1
